# Rab9 prom act – Rab9 promoter activation | AID 485297 | Potency, µM (highest dose often 9.22 µM), for inactives: top-dose activation, negative = inhibition, usual class: activators | Huh7 Rab9 promoter-luciferase reporter, luminescence, 24 h | 320,000 tested, 2.8% active; also: % of control where 0% means no effect; nearly all actives have a fitted effect of over 60% in size
#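 Cell-based reporter: Huh7 stable for Rab9 promoter-driven luciferase, plated in reduced-serum medium with 10% FBS at 1500 cells/well, compound-treated 24 h at 37 °C, luminescence read after 10 min reagent.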
# RORg inh – ROR gamma (mouse) transcription inhibition | 310,000 tested, 5.4% active | Potency, µM (highest dose often 53.6 µM), for the others: at the top dose activity change, negative = inhibition, usual class: inhibitors | P51450 | Drosophila S2 Gal4-RORgamma UAS-luciferase reporter, 20 h; also: % is scaled to controls: 0 for no effect and ±100 for the full control effect; nearly all actives have a fitted effect of over 60% in size
# Target sequence (P51450 whole entry, looked up, the tested form may be a part): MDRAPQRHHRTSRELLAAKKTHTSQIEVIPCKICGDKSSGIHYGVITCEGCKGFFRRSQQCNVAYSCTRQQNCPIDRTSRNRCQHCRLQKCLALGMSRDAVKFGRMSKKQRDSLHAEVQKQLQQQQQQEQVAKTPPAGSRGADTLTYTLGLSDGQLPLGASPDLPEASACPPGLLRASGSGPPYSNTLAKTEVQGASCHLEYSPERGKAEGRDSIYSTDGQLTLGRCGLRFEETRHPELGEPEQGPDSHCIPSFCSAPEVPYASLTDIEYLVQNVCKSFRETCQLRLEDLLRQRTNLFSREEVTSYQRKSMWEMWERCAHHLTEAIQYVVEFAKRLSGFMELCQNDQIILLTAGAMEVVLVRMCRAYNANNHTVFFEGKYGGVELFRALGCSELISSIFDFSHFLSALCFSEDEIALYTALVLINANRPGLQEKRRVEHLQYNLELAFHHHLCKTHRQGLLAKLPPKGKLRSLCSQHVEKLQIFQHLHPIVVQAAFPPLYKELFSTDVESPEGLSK
#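 A Gal4/UAS one-hybrid system in insect cells: metallothionein-promoter Gal4–ROR gamma fusion plus Photinus luciferase reporter. Copper sulfate 700 uM final, 20 hr ambient incubation, luminescent detection after 10 min with reagent.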
# FLuc modulator – firefly luciferase modulation, counter-screen for miR-21 project; Potency, µM (highest dose often 57.5 µM), inactives show at the highest dose activity change, negative = inhibition, actives largely listed as inhibitors; P08659; purified FLuc, Km substrates, luminescence inhibition; AID 588342; 360,000 tested, 6.9% active;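 also: plate controls were vehicle for no effect and reference inhibitor for full effect; nearly all actives have a fitted effect of over 55% in size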
#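 Purified P. pyralis luciferase, 10 nM final, with Km-level 10 uM D-luciferin and 10 uM ATP in 50 mM Tris acetate pH 7.5, 10 mM Mg acetate, 0.01% Tween-20, 0.05% BSA; 6-point qHTS titration about 60 µM downward; luminescence read.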
# Gal4-VP16 FLuc – counter-screen for ROR gamma inhibitors: Gal4-VP16 reporter; Drosophila S2 Gal4-VP16 UAS-luciferase, luminescence, 20 h; Potency, µM (series often up to 53.6 µM), inactives show at the highest dose activity, negative = inhibition, usual class: inhibitors; 310,000 tested, 3.5% active; AID 2546;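 also: Gal4-VP16 expression switched on by copper sulfate through the metallothionein promoter; % is scaled to controls: 0 for no effect and ±100 for the full control effect; nearly all actives have a fitted effect of over 50% in size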
# BRCA1 expr up – increases BRCA1 expression; MCF7-BRCA1-FFLuc reporter, luminescence, 48 h; response scale: scaled: vehicle 0%, 10 µM genistein 100%; 380,000 tested, 1.1% active; Potency, µM (doses to about 46.1 µM), for inactives: top-dose activation, most hits filed as activators; also: nearly all actives have a fitted effect of over 80% in size; some results filed as inactive show a strong effect at the top dose
#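 Quantitative HTS in MCF7 cells stably reporting BRCA1 expression via firefly luciferase. Compound treatment lasts 48 h at 37 °C in phenol-red free MEM. Activation is expressed relative to genistein at 10 microM and DMSO.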
# ELG1 genotox – induces genotoxicity in HEK293T cells with luciferase-tagged ELG1 | Potency, µM (doses to about 46 µM), without a hit: top-dose activity change, positive = activation, actives largely listed as activators | HEK293T ELG1-luciferase reporter, luminescence, 16 h | AID 504466 | 330,000 tested, 1.3% active; also: % of control where 0% means no effect; nearly all actives have a fitted effect of over 60% in size
#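 Cells (2,000/well) expressing the ELG1-luciferase fusion are dosed by pin tool and kept 16 hr at 37 °C, 5% CO2. Signal comes from ONE-Glo luciferase reagent after 30 min at room temperature.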
# p53 reactivation – re-activators of mutant p53; H1299 p53-A138V BP100-luciferase reporter, luminescence, 24 h; Potency, µM (doses to about 92.2 µM), without a hit: at the top dose activity change, positive = activation, most hits filed as activators; 320,000 tested, 0.063% active; AID 504706; also: % of control where 0% means no effect; nearly all actives have a fitted effect of over 45% in size
#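 H1299 (p53-null), stable ts p53-A138V + BP100-Luc; 1000 cells/well, Opti-MEM/10% FBS; cpd 4 pt, 1:5; 24 h, 37 deg C, 5% CO2; detection reagent 10 min RT; luminescence.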
# MBNL1-CUG inh – MBNL1-poly(CUG) RNA binding inhibition. Q9NR56. 280,000 tested, 0.036% active. Potency, µM (top dose mostly 57.5 µM), for inactives: at the highest dose activity change, negative = inhibition, most hits filed as inhibitors. TR-FRET MBNL1-His/biotin-(CUG)12 binding, 665/545 ratio; active = well fitted inhibition curve with a large enough effect in the signal ratio, with a control signal flat, not every such curve was filed as active; inconclusive = small, poorly fitted or top-dose-only effect, or effect the other way, or a change in a side signal; inactive = no such curve, though single readings can be large or run the other way; the % refers to the signal ratio; also: % is scaled to controls: 0 for no effect and ±100 for the full control effect
# Target sequence (Q9NR56 whole entry, looked up): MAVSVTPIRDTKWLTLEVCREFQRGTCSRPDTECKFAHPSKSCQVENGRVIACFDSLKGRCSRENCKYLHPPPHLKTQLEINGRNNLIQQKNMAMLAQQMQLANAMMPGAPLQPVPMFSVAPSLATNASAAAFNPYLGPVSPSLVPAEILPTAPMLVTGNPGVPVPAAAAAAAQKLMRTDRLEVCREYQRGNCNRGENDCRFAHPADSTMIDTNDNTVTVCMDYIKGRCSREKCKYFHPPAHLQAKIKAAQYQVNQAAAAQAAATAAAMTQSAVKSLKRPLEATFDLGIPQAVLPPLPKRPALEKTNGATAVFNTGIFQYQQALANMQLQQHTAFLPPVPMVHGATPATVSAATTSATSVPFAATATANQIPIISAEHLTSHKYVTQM
#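 His-tagged MBNL1 binding to biotinylated (CUG)12 RNA was measured by TR-FRET using terbium anti-His antibody (0.055 ng/ul final) and streptavidin-XL665 (5 nM final). Compounds were titrated 92 nM to 58 uM; 60 min at room temperature.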
# uPA generation – inhibitors of cell surface uPA generation; cell surface uPA generation assay, qHTS; Potency, µM (series often up to 38.3 µM), without a hit: at the highest dose activity change, negative = inhibition, actives largely listed as inhibitors; 330,000 tested, 0.31% active; AID 540303; active = well fitted inhibition curve with a large enough effect; inconclusive = small, poorly fitted or top-dose-only effect; inactive = no such curve, though single readings can be large or run the other way; tested in mouse RAW 264.7 cells; also: % is scaled to controls: 0 for no effect and ±100 for the full control effect; nearly all actives have a fitted effect of over 55% in size
# NPC1 promoter act – activates the NPC1 promoter; Huh7 NPC1 promoter luciferase reporter, 24 h; Potency, µM (doses to about 9.22 µM), without a hit: at the top dose activation, actives largely listed as activators; 320,000 tested, 2.4% active; AID 485313;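 also: % of control where 0% means no effect; nearly all actives have a fitted effect of over 60% in size; reporter is driven by a mutant NPC1 promoter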
#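 Readout is luciferase luminescence, reflecting NPC1 promoter activation in stably transfected Huh7 cells after 24 h compound exposure at 37 °C in reduced-serum medium with 10% FBS.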
# MLL CXXC-DNA inh – MLL CXXC-DNA interaction inhibition; Q03164; 290,000 tested, 0.037% active; Potency, µM (doses to about 115 µM), inactives show top-dose activity change, negative = inhibition, actives largely listed as inhibitors; MLL-CXXC / FITC-HOXA9 DNA fluorescence polarization; active = well fitted inhibition curve with a large enough effect in the polarisation, with a control signal flat, not every such curve was filed as active; inconclusive = small, poorly fitted or top-dose-only effect, or effect the other way, or a change in a side signal; inactive = no such curve, though single readings can be large or run the other way; the % refers to the polarisation
#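 Steps: dispense CXXC domain solution (7 uM) → pin compounds or unlabeled HOX-A9 DNA control → 5 min ambient → add FLSN-HOX-A9 solution (50 nM) → spin → 30 min ambient → fluorescence polarization. Tris pH 7.5/NaCl/DTT/BSA buffer.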
# Active calls of the source: *; ? = inconclusive; / = no result given; & = joins results of further samples; [ ] = another dose, or the depositor's remark. Unless noted, calls follow the shape of the dose curve; as a rule, active = well fitted curve in the direction sought with a large enough effect; inconclusive = small, poorly fitted or top-dose-only effect, or another doubt; inactive = no such curve, though single readings can be large; an effect the other way counts as inactive or inconclusive. Potency is read from the fitted curve at half-maximal effect. Only part of the results is shown (hit frequency here may not be typical).
SMILES,Rab9 prom act,RORg inh,FLuc modulator,Gal4-VP16 FLuc,BRCA1 expr up,ELG1 genotox,p53 reactivation,MBNL1-CUG inh,uPA generation,NPC1 promoter act,MLL CXXC-DNA inh
CCc1ccc(C2CC(c3ccccc3Cl)Nc3nc(N)nn32)cc1 (stereo not drawn),0.1%,-33.8%,3.3%,?,8.9%,-2.1%,0.8%,-3.8%,-13.2%,-0.4%,-2.8%
CC(C)(NO)/C(=N\O)c1ccc(Cl)cc1,0.9%,?,0.6%,0.6%,-14.0%,1.2%,1.8%,-4.8%,0.1%,-1.9%,-0.4%
COc1ccccc1-c1nnc(SC(C)C(=O)N2CCOCC2)o1 (stereo not drawn),-1.7%,/,-9.1%,/,-8.9%,?,-1.7%,/,-0.3%,-1.1%,/
Cc1nc2ncnn2c(C)c1CCC(=O)N1CCc2ccccc21,2.9%,-5.1%,3.1%,-4.8%,9.1%,1.0%,-0.3%,0.2%,-3.3%,0.6%,-2.3%
COc1ccc(CCn2c(C)cc(C(=O)COC(=O)c3cnccn3)c2C)cc1,1.6%,-3.3%,4.8%,-13.7%,1.7%,-3.7%,2.3%,2.8%,4.8%,-1.4%,-4.2%
CCc1ccc(NC(=O)N[C@H](C(=O)O)C(C)CC)cc1 (stereo partly drawn),3.4%,11.3%,?,-2.6%,0.0%,3.1%,2.3%,-4.2%,-0.2%,-2.9%,-3.1%
O=C(c1ccc2c(c1)OCO2)C1CCCN(C(=O)c2cnn(Cc3ccccc3)c2)C1 (stereo not drawn),-4.4%,?,?,7.3%,38.2%,3.9%,10.9%,-12.0%,16.9%,5.8%,28.8%
Cc1ccc(CNC(=O)C23CN(Cc4ccccc4)CC2C(c2ccc([N+](=O)[O-])cc2)=NO3)o1 (stereo not drawn),-7.9%,42.2%,0.6%,3.1%,-89.6%[inhibitor],0.6%,1.7%,?,?,-0.5%,11.4%
CCOC(=O)C1C(=O)C=C(C)C(C(=O)OCC)C1c1ccc(OC)cc1 (stereo not drawn),-3.7%,-9.6%,2.3%,5.6%,-9.5%,-1.5%,-4.6%,-1.2%,/,-4.4%,-5.4%
CC1CC1C(=O)Nc1ccc(-c2ccccc2)cc1 (stereo not drawn),2.51µM*,0.1%,9.53µM*,-11.6%,2.51µM*,?,25.8%,-26.8%,?,3.16µM*,2.9%
O=C(Nc1ccc2c(c1)CCC2)c1ccc(Br)s1,1.12µM*,0.3%,1.9µM*,12.0%,?,?,-0.4%,2.7%,-3.7%,?,7.0%
COc1ccc(O)c(CN2CCN(C/C=C/c3ccccc3)CC2)c1,6.3%,16.1%,1.3%,2.1%,-7.0%,-2.5%,12.1%,3.1%,/,7.8%,3.6%
O=C(Cn1nc(-c2ccc(Cl)cc2)ccc1=O)N1CCN(c2ccccc2)CC1,-2.4%,40.0%,-0.9%,-8.3%,-20.2%,-1.8%,-1.8%,?,4.5%,-0.2%,-4.1%
CCN(CC(=O)NC1CCS(=O)(=O)C1)c1nc(-c2cccnc2)nc2ccccc12 (stereo not drawn),-7.8%,-2.1%,4.4%,6.8%,-25.4%,2.1%,-6.9%,-1.6%,5.9%,-0.8%,19.8%
CCOC(=O)C1(Cc2cccc(F)c2)CCN(C(=O)COC)CC1,1.5%,3.6%,-0.7%,-1.6%,-7.5%,-0.5%,-0.6%,-10.6%,2.2%,-5.1%,-7.0%
O=C(Nc1ccc2c(c1)CCCN2C(=O)c1ccccc1)c1ccccc1,?,?,13.5µM*,13.9%,?,-5.6%,15.8%,-3.2%,-0.5%,26.4%,18.9%
NNC(=O)c1cc(-c2ccccc2)sc1N,29.0%,-31.8%,?,2.9%,-28.0%,-0.2%,0.4%,/,10.6%,2.2%,-3.4%
COc1ccc(C#Cc2ccc3c(=O)c4ccccc4n(C)c3c2)cc1,-0.9%,17.7%,-16.6%,6.2%,0.0%,-3.6%,/,6.7%,14.4%,-2.3%,13.5%
COC(=O)c1cccc(-n2nnnc2SCC(=O)Nc2nc3c(s2)CCCC3)c1,-6.0%,-41.9%,2.9%,1.8%,29.8%,-5.1%,-9.1%,11.1%,4.5%,-3.7%,0.2%
CC(=O)c1ccc(NC(=O)CSc2ccc3nnc(-c4ccccn4)n3n2)cc1,8.3%,-17.6%,3.6%,-7.3%,1.9%,5.9%,-4.8%,8.7%,-18.9%,-2.7%,5.1%
c1ccc(-c2cn3c4c(sc3n2)CCCC4)cc1,0.501µM*,3.55µM*,0.151µM*,6.31µM*,-25.9%&-108.3%,0.082µM*,/,1.2%,?,0.447µM*,32.4%[activator]
C[C@@]12C(=O)Nc3ccccc3C(=O)N1[C@H]1c3cc(Br)ccc3OC[C@@H]1[C@@H]2c1ccccc1,1.7%,/,-0.7%,/,-7.5%,-6.4%,-15.9%,/,?,-7.1%,/
CS(=O)(=O)Cc1cc(Sc2ccccc2)nc(-c2ccncc2)n1,5.2%,10.2%,-0.4%,-3.3%,-12.3%,-0.9%,-7.4%,-4.0%,0.4%,-5.6%,7.1%
Cn1nc(C(F)(F)F)c(/C=N/OC(=O)c2ccc(Cl)cc2)c1Cl,0.0%,-4.7%,?,0.4%,4.2%,1.7%,2.1%,-18.4%,/,-2.7%,5.6%
O=[N+]([O-])c1cccc(-c2ccc(C(=S)N3CCN(c4ccc(F)cc4)CC3)o2)c1,6.1%,6.5%,-0.3%,-13.7%,-25.2%,0.5%,11.9%,?,1.3%,2.0%,5.5%
COc1ccc(CNC(=O)CN(c2cccc([N+](=O)[O-])c2)S(C)(=O)=O)cc1,-0.2%,-3.7%,2.6%,0.4%[10 µM],0.0%,-5.1%,8.3%,?,2.5%,-3.4%,-5.0%
OCCCn1c(-c2ccccc2)csc1=Nc1ccccc1,-5.9%,?,-19.0%,-11.2%,-11.7%,-4.9%,4.7%,-0.5%,-2.4%,-3.0%,12.5%
CCCSc1nnc(NC(=O)Nc2ccccc2OC)s1,?,-2.9%,?,-9.1%,?,?,17.9%,0.3%,13.6%,?,-5.9%
COC(=O)CSc1cc(C)nc(SC)n1,-0.3%,11.6%,-2.2%,4.4%,10.4%,0.7%,0.7%,-3.1%,2.0%,-1.2%,2.1%
Cc1cc(N2CCCC2)nc2ccc(NC(=S)NCCCN3CCC(C)CC3)cc12,-4.1%,-11.9%,-2.0%,-10.5%,-93.4%[inhibitor],2.0%,-3.8%,-6.7%,-4.7%,1.7%,18.1%
N#CCC1c2ccccc2CCN1C(=O)Nc1cccc(Cl)c1 (stereo not drawn),2.4%,37.7%,3.5%,5.0%,-35.6%,-2.4%,-10.4%,-6.9%,/,-5.2%,10.8%
O=C(CSc1nc2ccccc2s1)NCc1cc([N+](=O)[O-])ccc1O,0.3%,/,-18.4%,/,-21.1%,2.1%,4.1%,/,-6.8%,12.0%,/
COc1ccc(OC)c(NC(=O)CCc2c[nH]c3ccccc23)c1,-0.6%,3.6%,0.4%,7.7%,-12.6%,4.6%,4.0%,/,10.5%,0.6%,-2.5%
CCC(C(=O)Nc1ccc2c(c1)OCCO2)n1nnc2ccccc2c1=O (stereo not drawn),?,29.4%,13.5µM*,15.0%,10µM*,?,9.6%,-5.3%,-27.1%,3.16µM*,2.5%
Cc1cc(SCC(=O)N/N=C/c2ccc(C(=O)O)cc2)nc2ccccc12,-6.2%,11.5%,?,-6.7%,8.5%,1.6%,5.1%,-0.4%,0.2%,-0.3%,0.8%
COc1ccc2cc(C(=O)NCc3ccco3)c(=O)oc2c1,?,2.7%,6.01µM*,-17.6%,?,5.8µM*,?,?,2.7%,?,-2.9%
O=C(NCc1ccco1)c1ccc(Cn2c(=O)c3ccccc3n(Cc3ccc(Cl)cc3)c2=O)cc1,-6.0%,7.0%,6.3%,8.1%,-21.0%,0.2%,-6.9%,3.4%,-6.5%,-3.7%,8.8%
CN(CC(=O)Nc1ccc(F)c(F)c1F)C(=O)c1ccc2c(c1)OCCO2,0.1%,/,-0.3%,/,1.3%,-0.3%,0.7%,/,1.6%,-0.4%,/

# Bioassay records from PubChem BioAssay.
